FXN GAA850 act – increases GAA850 frataxin promoter reporter activity; HEK293 lucGAA850 FXN promoter luciferase reporter, 24 h; percent of 10 µM SAHA response; activation, % at 6 µM; 0.56% of 360,000 active; AID 540364;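 active = activation above the average of all compounds screened plus 3 SD, cutoff fixed separately per campaign, cut at about 7.5% in these data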;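 also: 0% = DMSO wells and 100% = 10 µM SAHA wells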
PG9 Ab binder – PG9 antibody binding by small molecule; TR-FRET gp120-PG9 antibody binding; inhibition, % at 6.7 µM; 0.43% of 360,000 active; AID 624416; in the data active = inhibition above about 8.5%
SMARCA2 act – SMARCA2 function activation, primary screen. 1% of 370,000 active. MG213 cells, MMTV-luciferase reporter, dexamethasone, overnight. activation, % at 9.1 µM. AID 652017; in the data active = activation above about 7.8%;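 also: 0% = vehicle wells and 100% = reference activator wells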
DAX1 inh-1 – DAX1 (NR0B1) inhibition, primary screen | HEK293T StAR-luciferase reporter, SF-1/DAX-1 repression relief | inhibition, % at 6.8 µM | 1.1% of 370,000 active | AID 652010;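 active = inhibition above the mean over all tested compounds plus 3 SD, cut at about 3.6% in these data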;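 also: 0% = DAX-1 cells with DMSO and 100% = cells lacking DAX-1 with DMSO; higher inhibition means more luminescence from relief of DAX-1 repression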
GC-A act – GC-A (human) enzyme activation. 0.14% of 370,000 active. HEK293 GC-A cells, cGMP TR-FRET, EC30 ANP; 0% at EC30 ANP, 100% saturating ANP. activation, % at 10 µM. P16066. AID 1671463; in the data active = activation above about 40%
Target sequence (P16066 whole entry, looked up): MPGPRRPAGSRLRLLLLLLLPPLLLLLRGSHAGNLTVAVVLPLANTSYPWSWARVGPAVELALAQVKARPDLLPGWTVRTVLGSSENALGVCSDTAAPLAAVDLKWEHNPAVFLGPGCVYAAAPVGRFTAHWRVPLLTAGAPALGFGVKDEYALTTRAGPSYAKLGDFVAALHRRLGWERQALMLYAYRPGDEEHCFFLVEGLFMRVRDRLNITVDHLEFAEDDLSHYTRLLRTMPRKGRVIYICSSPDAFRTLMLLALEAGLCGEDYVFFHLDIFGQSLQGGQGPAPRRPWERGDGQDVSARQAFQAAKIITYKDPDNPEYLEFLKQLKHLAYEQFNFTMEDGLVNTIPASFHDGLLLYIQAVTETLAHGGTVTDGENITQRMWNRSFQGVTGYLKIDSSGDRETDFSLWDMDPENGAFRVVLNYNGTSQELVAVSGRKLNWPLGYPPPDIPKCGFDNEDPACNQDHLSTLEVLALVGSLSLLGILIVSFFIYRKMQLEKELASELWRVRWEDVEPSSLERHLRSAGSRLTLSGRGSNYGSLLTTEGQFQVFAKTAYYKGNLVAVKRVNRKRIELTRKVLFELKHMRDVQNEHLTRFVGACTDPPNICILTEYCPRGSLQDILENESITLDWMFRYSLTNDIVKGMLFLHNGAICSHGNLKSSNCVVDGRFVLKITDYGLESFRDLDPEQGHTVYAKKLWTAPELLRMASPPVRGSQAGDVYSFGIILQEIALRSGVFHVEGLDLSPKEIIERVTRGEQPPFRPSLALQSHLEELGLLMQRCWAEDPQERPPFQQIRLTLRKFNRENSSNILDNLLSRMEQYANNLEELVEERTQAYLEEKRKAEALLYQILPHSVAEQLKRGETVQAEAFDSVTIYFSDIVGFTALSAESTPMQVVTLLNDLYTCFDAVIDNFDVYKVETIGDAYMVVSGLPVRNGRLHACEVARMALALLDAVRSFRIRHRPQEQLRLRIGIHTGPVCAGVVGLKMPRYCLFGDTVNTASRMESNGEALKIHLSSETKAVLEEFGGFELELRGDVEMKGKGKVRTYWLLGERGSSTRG
ssDAF12 agonist – activators of S. stercoralis DAF-12 nuclear receptor. AID 652126. HEK293 ssDAF-12/GRIP1 lit1-tk-luc reporter, luminescence; % of 3 µM dafachronic acid response. 1% of 370,000 active. activation, % at 6.8 µM;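 active = activation above the mean over all tested compounds plus 3 SD, cut at about 0.9% in these data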;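 also: 0% = DMSO-only wells and 100% = 3 µM delta7-dafachronic acid wells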
DAX1 inh-2 – inhibits human nuclear receptor DAX1. AID 504766. 0.99% of 340,000 active. HEK293 Gal4-DAX1 luciferase reporter, luminescence. inhibition, % at 6.75 µM;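 active = inhibition above the mean over all tested compounds plus 3 SD, cut at about 4.2% in these data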;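 also: 0% = DAX1-transfected cells with DMSO and 100% = empty-vector control cells with DMSO; inhibition shows as a rise in luminescence from relieved DAX1 repression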
ADAM10 inh – inhibits human ADAM10; O14672; recombinant ADAM10, EDANS/DABCYL FRET peptide cleavage, 3 h; inhibition, % at 7 µM; 0.62% of 370,000 active; AID 720582;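 active = inhibition above a per-campaign cutoff equal to the mean of compounds falling between control-based bounds plus 3 SD, cut at about 20% in these data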;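 also: 0% = DMSO wells while the 100% control is not disclosed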
hgDAF-12 ag – activates the H. glycines DAF-12 receptor ligand-binding domain | activation, % at 6.8 µM | 1.8% of 370,000 active | HEK293 GAL4-hgDAF12 UAS-luciferase reporter, agonist luminescence; normalized to butyrate control;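 active = activation above a cutoff set at the mean of all screened compounds plus 3 SD, cut at about 10% in these data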;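 also: 0% = DMSO wells and 100% = sodium butyrate wells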
ADAM17 inh – inhibits human ADAM17; P78536; recombinant ADAM17, EDANS/DABCYL FRET peptide cleavage; inhibition, % at 6.95 µM; 0.83% of 370,000 active;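 active = inhibition above the mean of compounds lying between control limits plus 3 SD, set per campaign, cut at about 8.5% in these data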;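 also: 0% = DMSO-only wells as the low control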
hcDAF12 agonist – activators of H. contortus DAF-12 nuclear receptor; 1.4% of 370,000 active; HEK293 hcDAF-12 lit1-tk-luc reporter, luminescence; 0% DMSO, 100% Δ7-dafachronic acid; activation, % at 6.8 µM; AID 652067;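 active = activation above the mean of all tested compounds plus 3 SD, cut at about 5.5% in these data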;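 also: 100% = response to 3 µM Δ7-dafachronic acid high control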
Starred values were filed as active, the others as inactive; i = inactive; . = no result given.

SMILES	FXN GAA850 act	PG9 Ab binder	SMARCA2 act	DAX1 inh-1	GC-A act	ssDAF12 agonist	DAX1 inh-2	ADAM10 inh	hgDAF-12 ag	ADAM17 inh	hcDAF12 agonist
COc1ccc(N2CCN(C(C)C(=O)Nc3nnc(C)s3)CC2)cc1 (stereo not drawn)	0.2	-2.0	0	-0.3	-1	-1.7	0.9	-4	1.2	-2	-0.6
CC1CCCCC12NC(=O)N(CC(=O)NCC(=O)Nc1ccc(F)c(F)c1F)C2=O (stereo not drawn)	-0.7	1.6	-1	0.6	0	-1.1	0.0	-10	-1.6	-3	0.7
C=CCn1c(Cc2cccs2)nnc1SCC(=O)Nc1cc(OC)cc(OC)c1	-0.3	-2.1	2	-1.4	-24	-0.9	-0.8	-3	-3.6	-1	-2.9
Cc1ccc(Oc2ncc(CN3CCOCC3)s2)cc1	2.0	-3.3	4	0.9	2	-0.5	0.4	-4	3.2	-3	2.9
Cc1ccc2c(c1)N(CC(=O)NCCCN1CCN(C)CC1)C(=O)CO2	-0.6	0.5	-2	-0.2	1	-0.7	0.6	0	-0.4	-5	-1.7
CCN1C(=O)/C(=C\c2nc3ccccc3c(=O)n2CC)c2ccccc21	4.1	2.5	2	-0.6	-6	-1.9	1.0	3	-2.6	-3	-3.2
O=C(Cn1cc(C(=O)c2ccco2)c2ccccc21)Nc1ccccc1F	-3.7	1.7	-4	-1.1	-1	-2.2	-0.5	5	-5.0	2	0.1
c1cc(-c2ccc3c(c2)CCO3)n2cnnc2c1	1.4	-0.9	-1	0.7	0	-1.6	.	-97	-0.5	-24	1.0
CC(NC(=O)COC(=O)CNC(=O)c1ccc(-c2ccccc2)cc1)c1ccccc1 (stereo not drawn)	1.8	1.7	-3	-1.0	6	-0.4	0.4	9	1.8	-3	0.6
CC1(C)C2CCC1(CS(=O)(=O)NC(CC(=O)O)c1cccc(Br)c1)C(=O)C2 (stereo not drawn)	0.1	-0.8	-1	0.1	1	-0.9	0.0	3	1.3	-2	-1.9
Cc1nnc(Nc2ccc(Cl)cc2)s1	0.1	0.2	1	-0.2	-2	-1.0	2.3	2	-1.3	0	-0.5
Cc1cc(C)nc(/N=C(\N)Nc2ccc(C(C)C)cc2)n1	-1.2	-1.6	-4	-0.7	-4	-2.1	-2.6	2	-5.4	1	-3.5
CN(C)c1ccc(/C=C/CNC[C@H]2O[C@@H](n3ccc(N)nc3=O)[C@H](O)[C@@H]2O)cc1	0.4	-5.0	-3	-1.1	-19	-1.3	2.0	-16	0.4	-3	0.4
O=C(NN=C1CCC(c2ccccc2)CC1)c1cc2c(s1)CCCC2 (stereo not drawn)	-2.4	-2.0	-1	-0.3	-3	-1.1	3.0	6	-1.8	4	-2.7
CN(C)/C=C(/C(=O)c1ccc(Cl)cc1Cl)S(=O)(=O)c1ccc(Cl)cc1	-2.9	-0.5	-1	-0.1	6	-1.1	0.7	-3	1.2	-2	-0.5
Cc1cccc(C)c1NC(=O)COn1nnc2ccc(C(F)(F)F)cc21	-2.6	-0.5	0	-0.2	2	-0.9	0.2	3	-2.9	-1	-0.6
Cc1ccccc1CCNC(=O)C1CC(O)CN1C(=O)Nc1ccccc1 (stereo not drawn)	0.5	-0.2	-2	-0.3	0	-0.9	0.3	-4	0.0	2	1.3
O=S(=O)(c1cc(Cl)sc1Cl)N1CCCC1	-1.2	-1.5	-4	0.0	4	-1.3	0.3	-5	-2.5	1	-0.6
CCOC(=O)/C=c1\s/c(=C\c2c(OCC)ccc3ccccc23)c(=O)n1CC(=O)NCC1CCCO1 (stereo not drawn)	-3.3	-2.0	0	-1.0	-5	-1.3	0.2	8	-0.1	2	-0.4
Cc1nc2ccccc2nc(C)c1=NOCc1cccc(Cl)c1	4.9	-2.2	8	1.7	-3	0.0	0.9	-10	7.4	-1	3.8
CCOc1ccc(-c2c(=O)n(OCc3nc4ccccc4[nH]3)c3ccccc3[n+]2[O-])cc1	3.0	-0.1	4	0.3	2	-1.2	2.2	-39	5.2	-12	0.0
COc1ccc(CN2CCn3ncc(C(=O)Nc4ccccc4)c3C2=O)cc1	1.1	1.1	0	0.9	-2	-1.1	0.2	5	1.2	3	-0.8
COc1ccc(CN(C)C(=O)CCC(=O)N2CCN(S(=O)(=O)c3ccc(Cl)cc3)CC2)c(OC)c1	-1.2	-3.1	-3	-4.7	-7	-2.0	-1.7	-2	-2.7	4	-2.9
COc1ccc(OCCN2C(=O)NC3(CCc4ccccc4C3)C2=O)cc1 (stereo not drawn)	0.9	0.5	-1	0.0	0	-1.2	-0.3	8	-1.1	-3	2.2
CCN1CCCC1CNS(=O)(=O)c1ccc(Br)cc1 (stereo not drawn)	0.8	1.3	-1	-0.2	0	-0.8	0.0	-5	1.7	-4	-0.9
CCc1ccc(N2CC(C(=O)Nc3nc4ccc(S(C)(=O)=O)cc4s3)CC2=O)cc1 (stereo not drawn)	0.1	-0.5	-3	-0.6	0	-1.1	0.4	1	1.7	3	0.1
COCCNC(=S)N/N=C(\C)c1ccccc1O	-0.3	0.9	-2	0.2	-1	-0.9	-1.3	-5	1.4	3	1.4
O=C(Cn1ccc(C(F)(F)F)n1)N=Nc1c(O)[nH]c2ccccc12	4.0	-1.8	0	0.2	1	-0.2	0.2	8	0.4	0	3.4
CCN(CC)CCOC(=O)c1cccc(Br)c1	-2.5	0.5	0	1.7	3	-0.7	-0.4	10	-1.1	-1	0.1
O=C(N/N=C/c1ccc([N+](=O)[O-])cc1)c1cc(C2CC2)[nH]n1	-1.4	-1.8	-2	-2.5	0	-1.0	1.8	-5	-1.2	1	-1.6

Quoted from above for reference:
SMILES	FXN GAA850 act	PG9 Ab binder	SMARCA2 act	DAX1 inh-1	GC-A act	ssDAF12 agonist	DAX1 inh-2	ADAM10 inh	hgDAF-12 ag	ADAM17 inh	hcDAF12 agonist
O=C(Cn1ccc(C(F)(F)F)n1)N=Nc1c(O)[nH]c2ccccc12	4.0	-1.8	0	0.2	1	-0.2	0.2	8	0.4	0	3.4
CCN(CC)CCOC(=O)c1cccc(Br)c1	-2.5	0.5	0	1.7	3	-0.7	-0.4	10	-1.1	-1	0.1
O=C(N/N=C/c1ccc([N+](=O)[O-])cc1)c1cc(C2CC2)[nH]n1	-1.4	-1.8	-2	-2.5	0	-1.0	1.8	-5	-1.2	1	-1.6

(cont.)
SMILES	FXN GAA850 act	PG9 Ab binder	SMARCA2 act	DAX1 inh-1	GC-A act	ssDAF12 agonist	DAX1 inh-2	ADAM10 inh	hgDAF-12 ag	ADAM17 inh	hcDAF12 agonist
CN(CC(=O)Nc1cc(C(F)(F)F)ccc1-n1cncn1)Cc1ccccc1N1CCOCC1	0.4	-1.0	3	-0.6	-6	-0.7	-0.4	-5	3.9	0	0.8
Cn1cc(C=O)c2cc(S(=O)(=O)N3CCOCC3)ccc21	0.1	-1.8	0	0.0	-4	-0.4	-0.3	-5	-1.6	1	1.9
CCOC(=O)c1c(C)c(C(=O)N2CCN(c3cccc(Cl)c3)CC2)c(C)n1C	1.9	-1.2	-3	-0.6	-2	-2.0	-0.4	7	-3.5	0	-1.1
O=C(Nc1cccc(S(=O)(=O)N2CCCCC2)c1)c1cccs1	-2.1	-0.5	-2	-1.9	2	-1.3	-0.1	17	-2.6	2	0.1
Cc1ccc(S(=O)(=O)N(C)C[C@@H]2Oc3ccc(NS(C)(=O)=O)cc3CC(=O)N([C@H](C)CO)C[C@@H]2C)cc1	0.8	0.9	0	-0.3	-1	-0.8	2.8	-8	0.4	-2	-1.0
O=C(COc1ccccc1)NN1C(=O)CSC1=S	0.3	-0.6	2	0.5	-1	-0.9	1.8	-4	1.9	-2	-0.8
Nn1c(SCC(=O)Nc2ccc3c(c2)OCCO3)nnc1-c1cccnc1	-1.5	-1.4	-1	-0.3	2	-0.6	0.3	-6	-1.0	-6	-1.2
Cc1cccnc1C(NC(=O)C1CCN(CCCOc2ccccc2)CC1)c1ccc(F)cc1 (stereo not drawn)	-1.8	0.2	0	-0.7	-2	-1.2	.	-11	0.4	-3	0.1
O=C(CC12CC3CC(CC(C3)C1)C2)NCC(=O)N1CCCC1	-1.6	1.6	-1	-0.6	5	-1.0	-0.5	-6	-2.1	-4	0.3
O=C(NC1CC1)c1sc2cc(F)ccc2c1Cl	1.9	0.9	3	1.8	2	-0.9	1.0	-10	2.5	-3	0.6
CC(=O)N1CCN(C(=S)Nc2ccc(SC(F)F)cc2)CC1	0.1	0.5	-2	-0.2	4	0.0	0.0	2	1.4	-2	-2.2
CCOC(=O)c1sc2nc(N3CCOCC3)c3c(c2c1N)CC(C)(C)N(C)C3	2.2	0.8	-2	0.6	-3	-1.0	-0.9	i	1.6	-242	-1.9
O=C(NCc1ccco1)c1cc(-c2ccccc2)nn1CC1CC(c2cccc([N+](=O)[O-])c2)=NO1 (stereo not drawn)	1.1	-0.9	2	-0.2	-2	-1.4	-1.0	19	-0.8	6	-2.7
COc1ccc(CCNC(=S)NC(=O)c2ccccc2)cc1OC	0.3	-0.8	-2	-0.8	4	-1.4	0.0	3	-2.5	-1	-2.1
CCC(C(=O)NCc1ccco1)N(C(=O)CNS(=O)(=O)c1ccccc1)c1ccc(OC)cc1 (stereo not drawn)	-0.6	0.1	-4	0.2	0	-0.5	1.1	-4	-3.3	-1	-0.8
COCCNC(=O)c1ccc(C(=O)NCCOC)s1	0.9	-1.0	-1	0.1	2	-1.7	-0.1	6	-1.0	2	0.9
CC(=O)C1C(=O)c2c(cccc2[N+](=O)[O-])C1=Nc1ccc(S(N)(=O)=O)cc1 (stereo not drawn)	0.0	-0.5	-2	-0.5	-2	-2.6	0.8	-3	-7.8	-2	-2.3
C[C@H](CO)N1C[C@H](C)[C@@H](CN(C)C(=O)c2cnccn2)Oc2ncc(Br)cc2C1=O	0.8	-2.3	-2	1.8	1	-1.0	-0.1	-8	1.2	-4	-0.9
Cc1ccc(SCC(=O)NNC(=O)c2cncc(Br)c2)cc1	-2.4	-0.4	1	-0.4	2	-1.3	5.9*	5	-0.9	-3	-0.9
Cc1cc(Oc2ncccc2[N+](=O)[O-])c2cc(Cl)ccc2n1	-0.1	0.5	-6	-0.5	17	-1.6	1.3	-2	-1.3	-2	-1.0
Cc1cc(C)cc(NC(=S)/C(=C(\[O-])c2ccc(Cl)cc2Cl)[n+]2ccc(C(C)(C)C)cc2)c1	2.8	-2.8	1	0.2	5	-1.6	2.8	7	0.2	-3	0.5
COCCNCC(=O)Nc1ccccc1Sc1ccccc1	1.2	-0.8	1	-0.6	0	-1.6	1.3	-5	1.0	0	2.2
Cc1ccc(C=NNC(=O)C(=O)Nc2ccc(Cl)c([N+](=O)[O-])c2)cc1	.	0.7	0	0.0	-1	-1.0	.	-7	1.2	1	-1.5

Screening data from PubChem BioAssay.
